Growth percent in the NCI-60 one-dose screen (48 h, 10 µM unless noted): 100 = growth as untreated, 0 = no growth, -100 = all killed.
SF-295: SF-295 CNS cancer cells. actives 5.6% (n = 79,000). AID 1794758
PC-3: PC-3 prostate cancer cells | actives 3.9% (n = 80,000)
SN12C: SN12C renal cancer cells | actives 3.8% (n = 81,000) | AID 1794767
TK-10: TK-10 renal cancer cells. actives 3.9% (n = 81,000)
SF-539: SF-539 CNS cancer; AID 1794752; actives 6.8% (n = 81,000)
786-0: 786-0 renal cancer cells. actives 5.1% (n = 81,000)
UO-31: UO-31 renal cancer | actives 5.2% (n = 81,000) | AID 1794768
DU-145: DU-145 prostate cancer | actives 4.2% (n = 81,000)
U251: U251 CNS tumor cells | actives 5.4% (n = 80,000) | AID 1794753
Active calls of the source: *; . = not tested or not shown; & = joins results of further samples. How the source made its calls: active means growth percent below 10; inactive means the rest. Compounds were not picked by outcome; about 10% have a hit in one of these screens.

SMILES	SF-295	PC-3	SN12C	TK-10	SF-539	786-0	UO-31	DU-145	U251
COc1ccc(Cl)cc1NC(=O)c1cc2c(n1C)-c1nc(NC(=O)C(C)(C)C)sc1CC2	88	72	107	98	99	95	54	99	88
C#C[C@]1(O)CC[C@H]2[C@@H]3CC=C4c5nc(Nc6ccccc6[N+](=O)[O-])sc5CC[C@]4(C)[C@H]3CC[C@@]21C	-46*	42	80	72	-32*	5.6*	63	55	40
COc1ccc(-c2nc(SCCC(C)C)nc(Nc3ccc(C)cc3)c2C#N)cc1	99	75	95	96	101	98	91	94	74
COc1ccc(/C=C/C(=O)c2ccc(OCc3ccccc3)c(OC)c2)cc1OC	.	63	84	100	106	101	65	91	52
COc1ccc(/C=C/C(=O)Nc2ccc(Cl)cc2C)cc1OC	87	98	102	91	100	88	96	108	104
O=C(N/N=C1/C2CC3C(C2CO)[C@H]13)c1ccncc1 (stereo partly drawn)	112	87	101	77	106	102	94	107	90
CCCC(=O)NC(c1ccc2c(c1)OC(F)(F)O2)c1cc(C)c2cccnc2c1O (stereo not drawn)	21	37	19	55	8.7*	0.7*	6.5*	26	15
COC(=O)c1ccc(-c2ccccc2Oc2ccc3nnc(Cl)n3n2)cc1	101	87	98	118	94	102	86	102	94
CCCCNc1nc(-c2ccc(Cl)cc2)n2ncc(C#N)c2n1	83	78	92	57	90	76	63	82	81
Nc1ccc(C(=O)c2cccs2)cn1	109	95	120	132	97	108	100	115	111
CCCCCCCCCCCCCCCCCCNC(=O)Nc1cc(C(C)C)c(O)cc1C	96	87	.	99	98	104	89	105	84
Nc1ccc(Cl)cc1C(=O)O	94	100	105	.	101	98	99	115	103
CCOc1ccc(CN2CCN(CC(O)COc3ccc(OCC(O)CN4CCN(Cc5ccc(OCC)cc5)CC4)cc3)CC2)cc1 (stereo not drawn)	64	85	71	99	94	88	89	100	74
Nc1ccc2nc(NC(=O)CN3CCCCC3)sc2c1	106	94	97	101	100	95	84	108	104
CC(=O)SCCC(=O)O	86	96	101	112	93	102	97	111	97
N#Cc1ccccc1F	101	100	103	116	96	106	83	129	104
CC(=O)C1CC(CC(=O)O)C1(C)C (stereo not drawn)	99&95	96&89	91&102	95&98	94&100	98&94	88&99	105&109	92&89
Clc1cc(Cl)cc(N2N=C(c3ccc(Br)cc3)CC2c2sc(Cl)nc2Cl)c1 (stereo not drawn)	99	103	98	105	99	98	86	98	89
Cc1cc(N)on1	88	93	100	123	104	106	88	110	94
CCOC(=O)Cc1cc(=O)c2cc(C)ccc2[nH]1	95	95	117	120	94	84	83	115	.
CCCCC1(C(OC)OC)NC(=O)N(C)C1=O (stereo not drawn)	99	82	100	115	95	.	76	110	97
CCN(CC)CCOC(=O)c1cc(OC)c(OC)cc1OC	97	95	101	94	98	95	94	112	100
O=C1OC2(OC(=O)C3C=CC=CC3N2c2ccccc2)c2ccccc21 (stereo not drawn)	102	102	101	95	99	95	88	96	103
O=C(N=c1n(-c2ccccc2)nc2n1CCN2C1=NCCN1C(=O)c1ccc(Cl)cc1)c1ccc(Cl)cc1	86	47	81	75	80	83	60	92	73
CN(C)c1ccc(/C=N\c2[nH]c(=S)nc3oc(-c4ccccc4)c(-c4ccccc4)c23)cc1	85	71	96	100	91	97	74	98	78
O=C(NCCNc1nccc(Nc2ccc(S(=O)(=O)Nc3ccccn3)cc2)n1)c1cccc([N+](=O)[O-])c1	103	94	100	100	102	98	83	109	98
O/N=C1\c2ccccc2-c2cc(Br)ccc21	106	100	96	104	101	92	51	105	101
Cc1cc(C)c(C)c(C(=O)c2ccc(F)cc2)c1C	105	102	106	122	113	.	86	101	105
CCN(CC)c1ccc2nc3ccc(N=Nc4ccc(N(C)C)cc4)cc3[n+](-c3ccccc3)c2c1	-82*	6.2*	-50*	5.7*	-69*	-57*	-55*	-98*	-52*
CC1=C(/C=C/C(=O)CC(=O)/C=C/C2=C(C)CCCC2(C)C)C(C)(C)CCC1	72	56	91	80	94	79	80	82	47

Structures above with an NH in an aromatic ring, in the order listed:
SMILES	SF-295	PC-3	SN12C	TK-10	SF-539	786-0	UO-31	DU-145	U251
CCOC(=O)Cc1cc(=O)c2cc(C)ccc2[nH]1	95	95	117	120	94	84	83	115	.
CN(C)c1ccc(/C=N\c2[nH]c(=S)nc3oc(-c4ccccc4)c(-c4ccccc4)c23)cc1	85	71	96	100	91	97	74	98	78

Further records
SMILES	SF-295	PC-3	SN12C	TK-10	SF-539	786-0	UO-31	DU-145	U251
COc1cc(C(=O)Nc2cc(OC)c3ccn(C)c3c2)cc2c1C[C@]1(C)CC[C@@H](O)C(C)(C)[C@H]1O2	-44*	3.0*	47	37	-26*	0.6*	-5.0*	32	16
CC(=C(C#N)C#N)c1ccccc1	130	91	99	94	99	103	68	126	109
COc1ccc(N(Cc2cc(OC)c(OC)c(OC)c2)C2OC(=O)c3ccccc32)cc1OC (stereo not drawn)	109	102	101	.	95	93	96	114	104
COc1ccc(CCN2CCCn3c2nc2ccccc2c3=O)cc1	20	42	45	69	-16*	.	41	16	29
COc1cc(C)ccc1Oc1nc(Nc2ccc(N3CCOCC3)cc2)ncc1NC(=O)Nc1cc(Cl)cc(Cl)c1	92	61	97	107	96	100	76	76	80
Cn1c(/C(C#N)=C/c2c(Cl)cncc2Cl)nc2ccccc21	75	89	91	81	99	91	75	73	86
O=C(COc1ccccn1)Nc1cc(O)c2c(=O)cc(-c3ccccc3)oc2c1	102	98	91	97	95	90	74	99	102
COc1ccc(C2=C(c3cccc(OC)c3)C(=O)c3ccc(C)nc3C2=O)cc1	56	52	41	94	43	68	25	54	38
CCCSc1nnc(-c2ccc(-c3ccccc3)nc2C)o1	96	92	100	132	101	101	88	100	101
COc1ccc(Nc2nc(N/N=C/c3ccc(O)cc3)nc(Nc3ccc([N+](=O)[O-])cc3)n2)cc1	89	108	103	115	110	105	103	.	104
NC(CSCCc1ccncc1)C(=O)O (stereo not drawn)	93	95	101	109	99	101	95	108	95
CCCn1c(N)c(C(N)=O)sc1=S	115	96	94	130	109	103	79	117	97
Cc1ccc(C(F)(F)F)cc1N1CCN(C(=O)[C@@H]2C[C@@H]2c2ccc(C(F)(F)F)nc2)CC1	91	77	100	102	98	88	69	104	89
C[C@@H]1CN[C@@H](C)CN1	106	102	99	102	99	109	95	100	92
CSc1ncc(Br)c(NCc2ccccc2Cl)n1	101	89	99	94	94	90	84	111	89
OCC1OC(n2cnc3c(Cl)ncnc32)CC1O (stereo not drawn)	114	89	97	106	96	107	77	113	99
N#Cc1ncc(-c2ccc(F)nc2F)c(NC2CCCCCC2)n1	100	90	95	94	102	99	81	101	91
CN(C)C/C=C/C(=O)Nc1cn(C2CC2)c2cc(N3CCN(c4nccc(-c5nccs5)n4)CC3)c(F)cc2c1=O	92	93	89	108	93	90	75	108	105
Cc1ccc2nc(-c3ccc(C(=O)NNC(=S)Nc4ccccc4)cc3)[nH]c2c1	90	85	94	151	99	95	90	102	103
CCC(C)NCC(C)O (stereo not drawn)	97	102	110	99	99	101	74	103	102
NS(=O)(=O)c1ccc(C(=O)NN2C(=O)c3ccccc3C2=O)cc1	99	105	104	103	113	105	90	105	106
CNCCCC1c2ccccc2C=Cc2ccccc21	109	70	80	109	83	73	64	.	81
COc1ccc(/C=C/C(=O)c2ccc3cc(OC)ccc3c2)cc1	105	92	100	84	104	98	89	103	93
Cc1ccc(CSC(=S)NNc2ccccc2)cc1C	94	89	98	137	94	103	70	112	92
O=C(CSc1nc2ccccc2c(=O)n1CCc1ccccc1)Nc1ccccc1C(=O)O	82	97	76	82	56	85	95	71	.
O=C(O)/C=C/C(=O)Nc1ccccc1Cl	103	100	103	.	95	95	90	117	100
COc1ccc(-c2cc(-c3ccccc3)nn(CC(=O)N3CCN(c4ccc(F)cc4)CC3)c2=O)cc1	97	101	108	95	102	94	83	108	98
COc1ccc2[nH]c(O)c(/C=c3/ccc4c(c3)N=C(c3ccc(C(F)(F)F)cc3)N=4)c2c1	.	43	80	131	78	37	91	87	52
COc1cc(OC)c2cc(C(=O)O)c(=O)oc2c1	.	127	108	91	102	84	81	129	109
COc1ccc(C2CC(c3ccc(Cl)cc3)=NN2c2nc(-c3ccccc3)c(C#N)c(=O)n2C)cc1 (stereo not drawn)	88	53	79	120	120	90	57	93	.
CC(=O)c1c(C)nc(SCC(=O)Nc2cccc(O)c2)n1-c1ccc(Cl)cc1	97	90	84	107	105	102	86	103	92
CC1(C)/C(=C\CO)C2CCC1C2 (stereo not drawn)	120	95	99	90	109	101	78	120	105
CCN(c1cc(-c2ccc(CN3CCN(C(=O)CCCCCCCCCCCCCCC(=O)N[C@H](C(=O)N4C[C@H](O)C[C@H]4C(=O)NCc4ccc(-c5scnc5C)cc4)C(C)(C)C)CC3)cc2)cc(C(=O)NCc2c(C)cc(C)[nH]c2=O)c1C)C1CCOCC1	100	81	94	102	91	92	67	99	93
Clc1cc2nc3c(nc2cc1Cl)-c1cccc2cccc-3c12	100	83	96	135	101	105	51	114	97
Cc1cc(=O)oc2cc(OCCn3cc(COC(=O)/C=C/c4cn(-c5ccccc5)nc4-c4ccc(Cl)cc4)nn3)ccc12	97	91	89	110	98	105	83	104	105
CCCCCCCCOC(=O)c1ccccc1C(=O)O	110	97	104	105	108	119	93	121	117
CNc1nc(SC)n(C)c(=O)c1N=O	103	.	97	123	99	88	91	95	113
O=C1CCCN1c1nc(-c2ccccc2)cs1	101	98	96	106	93	108	.	111	102
CC1(C)CC(=O)c2c(nc(Nc3nc4ccccc4s3)nc2-c2ccc(Cl)cc2Cl)C1	67	59	89	114	98	91	61	108	93
CCN(CC)CCCNc1ccnc2cc3ccccc3cc12	-34*	61	88	84	31	67	106	74	47
S=C(c1cccs1)N1CCN(c2cccc(Cl)c2)CC1	111	89	101	101	100	85	89	98	94
OC[C@@H](O)[C@H](O)[C@@H](O)[C@H](O)CO	97	96	95	111	108	.	89	117	100
Cc1cc(Nc2ccc(C)c(Cl)c2)nc(N)n1	93	102	116	103	108	88	89	92	103
O=Cc1cn(-c2ccc(C(=O)O)cc2)nc1-c1ccc(O)cc1	107	94	101	101	101	97	92	107	96
COc1ccc(-c2nocc2-c2ccccc2)cc1	103	96	97	96	96	96	79	102	90

Two records picked at random from the list so far, as already listed:
SMILES	SF-295	PC-3	SN12C	TK-10	SF-539	786-0	UO-31	DU-145	U251
Cc1ccc(C(F)(F)F)cc1N1CCN(C(=O)[C@@H]2C[C@@H]2c2ccc(C(F)(F)F)nc2)CC1	91	77	100	102	98	88	69	104	89
Cc1ccc2nc(-c3ccc(C(=O)NNC(=S)Nc4ccccc4)cc3)[nH]c2c1	90	85	94	151	99	95	90	102	103

Next entries
SMILES	SF-295	PC-3	SN12C	TK-10	SF-539	786-0	UO-31	DU-145	U251
Nc1ncc(Cl)cn1	105	93	104	98	109	107	101	109	104
S=C1c2ccccc2SC2c3cccn3CCN12 (stereo not drawn)	114	79	97	93	93	94	81	115	83
O=c1[nH]c2ncccc2n2cc3ccccc3c12	100	85	95	152	110	92	65	.	92
O=S(=O)(NCCNc1nccc(-n2cnc3ccccc32)n1)c1ccc(Cl)cc1	97	103	97	101	91	99	82	104	102
Oc1ccc2[nH]cc(-c3cnc(-c4c[nH]c5ccc(O)cc45)cn3)c2c1	96	72	.	98	93	98	92	101	80
O/N=C/c1ccc(O)cc1O	107	86	98	102	104	108	99	112	91
O=C(CNC(=O)OCc1ccccc1)NCC(=O)Oc1ccc([N+](=O)[O-])cc1	103	90	112	90	104	103	86	111	12
O=S(=O)(NCCNc1nccc(-c2c(-c3cccc(F)c3)nc3sccn23)n1)c1ccccc1	47	33	40	60	66	47	15	40	44
CC(=O)c1ccc(OCc2cn(CC(=O)Nc3nc4ccccc4s3)nn2)cc1	100	95	102	105	99	101	70	114	99
COc1ccc(OC)c(CN2CCC(N3CCCC(C)C3)CC2)c1 (stereo not drawn)	.	104	102	89	99	105	80	113	97
COc1ccc(-c2nn(-c3ccccc3)cc2/C=C2/CCc3ccccc3C2=O)cc1	102	104	88	110	100	99	80	104	102
CC(=O)OC1Oc2cc(C)c(C)cc2-c2oc(=O)c(-c3cc4ccccc4oc3=O)cc21 (stereo not drawn)	76	92	114	156	88	80	96	90	67
O=C(/C=C/c1ccccc1C(F)(F)F)c1c(O)c2ccccc2oc1=O	94	96	96	202	99	94	95	87	88
O=C1Nc2ccc(Br)cc2C1=Nc1ccccc1	84	89	88	111	90	101	67	107	98
COC(=O)CSc1ccccc1C(=O)OC	94	97	106	100	101	104	88	105	100
C=CCOC1=CC(=O)c2ccccc2C1=O	98	86	83	113	116	102	74	60	87
CCCCS(=O)(=O)NC(=S)Nc1ccccc1	115	96	104	103	93	97	84	118	102
CCc1nc2c([nH]1)C(=O)c1ccccc1C2=O	103	96	93	111	.	88	97	104	102
CCOC(=O)c1cnc2ccc(OC)cc2c1Nc1cccc(S(=O)(=O)NC)c1	55	95	93	110	50	77	94	102	72

Entries from the list above containing two or more sulfur atoms, in the order listed:
SMILES	SF-295	PC-3	SN12C	TK-10	SF-539	786-0	UO-31	DU-145	U251
CCCn1c(N)c(C(N)=O)sc1=S	115	96	94	130	109	103	79	117	97
Cc1ccc(CSC(=S)NNc2ccccc2)cc1C	94	89	98	137	94	103	70	112	92
S=C(c1cccs1)N1CCN(c2cccc(Cl)c2)CC1	111	89	101	101	100	85	89	98	94
S=C1c2ccccc2SC2c3cccn3CCN12 (stereo not drawn)	114	79	97	93	93	94	81	115	83
O=S(=O)(NCCNc1nccc(-c2c(-c3cccc(F)c3)nc3sccn23)n1)c1ccccc1	47	33	40	60	66	47	15	40	44
CCCCS(=O)(=O)NC(=S)Nc1ccccc1	115	96	104	103	93	97	84	118	102
